Compound activity: PubChem, several laboratories
Platelet DG rel: inhibitors of platelet dense granule secretion, primary screen, cell-based, MLPCN, human platelets; 300,000 compounds, 0.22% hits; AID 1663, 2009; human platelet-rich plasma, SFLLRN dense granule ATP release, luminescence; inhibition, %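 (compounds screened at 7.5 µM in platelet-rich plasma)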;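 active = mean replicate score, as percent of positive control, at or above 50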
HSF1 inh: HSF1 inhibitors in luciferase reporter cells, primary screen, cell-based, NIH3T3, luminescence. NIH3T3-HGL HSE-luciferase, MG132-induced, luminescence 8 h; stronger effect = lower value. AID 2098, 2009. activity change, negative = inhibition, % at 7.5 µM (by protocol). 300,000 compounds, 0.77% hits;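 active = more than half of replicate wells show activity change below -50%, luminescence cut by over half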;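 also: luciferase reports HSF-1 transcriptional activity via heat shock element; 0% = median of DMSO wells and -100% = zero luminescence signal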
HSF1 activator: HSF-1 activators, primary screen, NIH3T3-HGL cells, MG132 stress, luminescence, single point; AID 504408, 2011; NIH3T3-HGL HSF-1 luciferase reporter, 8 h; 100% = twice DMSO control signal; 300,000 compounds, 1.7% hits; activation, % at 9 µM;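 active = mean replicate activation of at least 50% with a set share of replicates each reaching 50%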;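 also: 0% = median of the neutral control wells and 100% = twice that signal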
HDAC3 inhib: HDAC3 deacetylase inhibitors, primary screen, biochemical, fluorescence, cell-free homogeneous | 320,000 compounds, 0.15% hits | inhibition, % at 8.3 µM | Histone deacetylase 3 (Homo sapiens), O15379 | recombinant HDAC3, fluorogenic peptide/trypsin coupled; in the data active = inhibition above about 26%, passing the limit was not always enough
Target sequence (O15379 whole entry, looked up): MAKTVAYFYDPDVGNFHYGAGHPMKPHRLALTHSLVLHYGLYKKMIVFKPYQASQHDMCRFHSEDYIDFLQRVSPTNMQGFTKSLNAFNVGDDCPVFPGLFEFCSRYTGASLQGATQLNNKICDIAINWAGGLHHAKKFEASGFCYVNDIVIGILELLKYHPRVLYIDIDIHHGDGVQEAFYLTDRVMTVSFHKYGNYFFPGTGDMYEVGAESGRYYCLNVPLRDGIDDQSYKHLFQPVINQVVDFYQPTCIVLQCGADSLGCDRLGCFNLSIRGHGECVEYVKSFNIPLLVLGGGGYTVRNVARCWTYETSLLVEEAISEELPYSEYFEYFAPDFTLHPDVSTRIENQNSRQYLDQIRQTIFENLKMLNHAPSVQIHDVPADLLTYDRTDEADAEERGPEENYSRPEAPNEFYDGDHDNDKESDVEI
HSP90 inh: HSP90 inhibitors, primary screen, cell lysate, luminescence. Heat shock protein HSP 90 (rabbit reticulocyte lysate; luciferase refolding). Rabbit reticulocyte lysate, luciferase refolding luminescence, 3 h. inhibition, % at 5.6 µM. 290,000 compounds, 0.91% hits;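 active = inhibition above the screen-wide mean plus 3 SD, computed separately per campaign, cut at about 16% in these data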;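 also: 0% = DMSO wells and 100% = 60 µM geldanamycin wells; inhibitors lower the luminescence because luciferase stays unfolded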
KLF5 inh: KLF5 expression inhibitors, primary screen, DLD-1 cells, luminescence; DLD-1 KLF5 promoter-luciferase reporter; inhibition, % at 5 µM; 290,000 compounds, 0.23% hits; AID 1700, 2009;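 active = inhibition above a per-plate limit of that plate's mean compound inhibition plus 3 SD, cut at about 60% in these data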;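 also: 0% = DMSO wells and 100% = LY294002 at 200 µM; higher means less KLF5 promoter-driven luciferase light; inactives centre near -14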
IEC-6 cytotox: cytotoxicity in IEC-6 intestinal epithelial cells, primary screen, cytotoxicity control for KLF5 inhibitor project, cell-based, luminescence. IEC-6 cytotoxicity, luminescence viability. inhibition, % at 5 µM. 290,000 compounds, 0.78% hits; in the data active = inhibition above about 22%;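 also: 0% = plate median of test compound wells and 100% = cytotoxic reference compound wells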
aSyn 5UTR inh: MLPCN primary screen, SNCA 5' untranslated region; alpha-synuclein 5'UTR reporter, inhibitor activity; inhibition, % (tested at 7.5 µM); 300,000 compounds, 0.82% hits; AID 1813, 2009; in the data active = inhibition above about 60%;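 also: H4 neuroglioblastoma cells stably carrying SNCA 5'UTR luciferase fusion; 0% = DMSO wells and 100% = positive control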
AI-2 QS mod: Vibrio harveyi AI-2 quorum sensing modulators, primary screen, JMH597 strain, luminescence/OD600 ratio. Vibrio harveyi JMH597 AI-2 luminescence/OD600 ratio, 9 h; stronger effect = lower value; strain lacks LuxN and CqsS sensors; 0 = neutral-control median. activity change, % at 7.5 µM. 300,000 compounds, 0.4% hits. AID 2094, 2009; in the data active = activity change below about -75%, passing the limit was not always enough;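 also: luminescence divided by OD600 gain over 9 h not by final OD600 alone; inactives centre near 13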
HIF act: HIF pathway transcriptional activators, primary screen, cell-based, U2OS HRE-luciferase, luminescence; U2OS HRE-luciferase reporter; normalized: DMSO 0%, desferrioxamine 100%; activation, % at 7.5 µM (by protocol); 300,000 compounds, 0.32% hits; AID 1910, 2009;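 active = mean activation of at least 10% of the iron chelator positive control signal, with at least half of replicates also reaching 10%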
Starred values were filed as active, the others as inactive; . = not tested or not shown.

canonical_smiles	Platelet DG rel	HSF1 inh	HSF1 activator	HDAC3 inhib	HSP90 inh	KLF5 inh	IEC-6 cytotox	aSyn 5UTR inh	AI-2 QS mod	HIF act
COC(=O)C1=C(C)N(Cc2ccccc2)C(=NCc2ccccc2)N[C@H]1c1cccc(F)c1	-4	1	15	-4	2	-2	5	0	4	0.0
COc1ccccc1NC(=O)C(=O)NCCCN1CCCC1=O	1	5	-7	-2	.	.	.	-38	6	-1.0
CC1(C)CC(=O)C2=C(C1)OC1=C(C(=O)CC(C)(C)C1)C2c1ccc(O)c([N+](=O)[O-])c1	-3	-4	-12	5	1	-28	3	14	12	0.7
Cc1ccc(NC(=O)C(C)Sc2nnc(C)n2CC2CCCO2)cc1 (stereo unspecified)	1	-1	12	.	4	-16	2	13	9	0.6
C/C(=N\NC(=O)Cn1ccc(C(F)(F)F)n1)c1ccc2c(c1)OCO2	23	-14	-9	0	4	-6	8	-1	-1	-1.9
Cc1ccc(S(=O)(=O)N2CCCCC2)cc1NC(=O)COC(=O)Cc1c(F)cccc1Cl	-2	-6	-4	-8	6	-3	4	3	18	0.4
O=C(OC1CCOC1=O)c1cncc(Br)c1 (stereo unspecified)	-2	-2	-17	-1	0	2	-1	0	11	-2.0
CCOc1cc(C2C(C(=O)OCC(C)C)=C(C)N=C3SCCC(=O)N32)ccc1OC(C)=O (stereo unspecified)	2	1	19	1	1	2	-2	12	21	-0.4
CCN(CC(=O)Nc1ccc2c(c1)OCCO2)c1nc(-c2cccnc2)nc2ccccc12	1	-5	9	9	-1	-5	0	-37	18	0.4
CC(C)(C)c1ccc(-n2ncc3c2CCCC3NC(=O)CN2CCCCC2=O)cc1 (stereo unspecified)	-3	5	19	10	1	-8	-2	1	6	-0.1
CCCCCCCC1(C)NC(=O)N(CC(=O)Nc2cc(C)on2)C1=O (stereo unspecified)	-2	-4	-3	.	2	11	7	20	11	-0.2
O=CN1CCCN(C(=O)CC2C(=O)NCCN2Cc2cccc(Oc3ccccc3)c2)CC1 (stereo unspecified)	-3	-2	6	2	3	-36	1	1	4	0.3
COC(=O)C1CC23C=CCN4CCC5(c6ccccc6NC15C2C)C43 (stereo unspecified)	-3	-20	-24	1	0	62*	88*	94*	2	-0.3
O=S(=O)(Nc1ccccc1)c1ccc(-c2csnn2)cc1	-3	-3	-11	6	3	-13	10	-10	4	-0.7
Cc1ccc(CN2CCCCC2C(=O)Nc2ccc(Oc3cccnc3)cc2)o1 (stereo unspecified)	-3	-12	-11	0	1	27	38*	-58	1	1.7

canonical_smiles	Platelet DG rel	HSF1 inh	HSF1 activator	HDAC3 inhib	HSP90 inh	KLF5 inh	IEC-6 cytotox	aSyn 5UTR inh	AI-2 QS mod	HIF act
COc1ccc(C)cc1N(CC(=O)NC1CCCC1)C(=O)Cn1nnc(-c2ccc(C)o2)n1	2	8	8	.	3	-17	0	11	17	-0.5
Cc1ccc(NNC(=O)CCc2ccccc2)c(C)c1	-1	3	11	0	-1	-8	-6	-7	23	0.1
O=C(NCc1ccccc1)C1CCCN(S(=O)(=O)c2cccs2)C1 (stereo unspecified)	10	0	0	-3	1	-1	7	-20	19	-0.3
O=C(O)CSc1cc(NS(=O)(=O)c2ccc(Br)cc2)c2ccccc2c1O	-5	59	114*	5	16	-52	54*	16	39	1.4
COc1cc(C2N=C(c3ccccc3)NO2)cc(Br)c1O (stereo unspecified)	2	0	9	1	4	-33	-4	-12	2	0.1
Cc1cccc(Oc2ncnc3onc(C)c23)c1C	-1	3	8	5	2	-28	6	30	-1	-0.1
C[N+]1(CCCOC(=O)C2(c3ccccc3)CCCC2)CCOCC1	3	-10	1	7	4	18	0	0	21	-0.1
Cc1ccc(C)c(OCCC(=O)NNC(=O)Cn2nc(C)cc2C)c1	-10	6	-6	1	.	.	.	5	18	-0.5
O=C(CCCn1c(=O)c2sccc2n(Cc2ccc(F)cc2)c1=O)NCc1ccco1	10	-4	9	-5	-3	-5	4	21	9	1.7
CCN1CCN(C(=S)NCC2CCCO2)CC1 (stereo unspecified)	16	22	31	5	3	-2	0	4	24	0.3
Cc1ccc(C(=O)Nc2cnc3ccccn3c2=O)cc1	-3	21	37	.	4	-198	2	-120	41	1.0
CC(C)C1NC(=S)N(Cc2ccccc2)C1=O (stereo unspecified)	-2	-2	3	1	2	-10	5	23	8	-0.2
CCC(=O)Nc1c(-c2ccc3ccccc3c2)nc2ccccn12	2	14	16	-14	-1	-39	2	-26	7	1.9
COc1ccc(-n2c(SCC(=O)NCC3CCCO3)nc3c(c2=O)SCC3)cc1 (stereo unspecified)	0	-6	3	11	-1	-61	0	-24	26	0.0
CCN(CC)C(=O)c1ccc(Nc2nnc(-c3ccc(O)cc3)c3ccccc23)cc1	9	-5	2	-1	3	-30	6	-3	20	-13

canonical_smiles	Platelet DG rel	HSF1 inh	HSF1 activator	HDAC3 inhib	HSP90 inh	KLF5 inh	IEC-6 cytotox	aSyn 5UTR inh	AI-2 QS mod	HIF act
CCN(c1nc(C)cc(OC)n1)S(=O)(=O)c1ccccc1	0	5	43	3	3	-6	9	24	19	0.2
Cc1ccc(NC(=O)CSc2nnc(C)c(=O)[nH]2)cc1C	-6	-7	-3	4	-5	-34	0	-12	31	0.2
S=C(NCCc1ccccc1)NC1CC1	-1	-3	2	.	3	-22	-6	7	17	0.4
CCc1ccc(OCC(=O)NNC(=O)Cc2ccc(S(=O)(=O)N3CCOCC3)s2)cc1	-14	-4	-9	4	.	.	.	-1	33	0.0
CCCCCn1nc(C(=O)OCC(=O)c2c(N)n(C)c(=O)n(C)c2=O)c2ccccc2c1=O	-2	2	-13	7	1	-3	0	17	14	-0.4
Cc1nc(COc2cc3oc(=O)cc(C)c3cc2Cl)cs1	-6	-1	17	-10	2	-47	-2	-26	16	-54
Cn1cc(Br)c(NC(=O)/C=C/C(=O)O)n1	-1	-1	-3	-8	1	-12	3	1	0	-0.6
Cc1ccc(C(=O)N/C(=C\c2cccnc2)C(=O)N2CCCC2)cc1	-5	-1	-8	0	-6	-23	-8	-3	12	-0.2
COc1ccc(NC(=S)N(CCN(C)C)Cc2cccs2)cc1	-1	-4	-6	-2	-1	-17	-3	18	5	0.4
CCOC(=O)N1C(=O)[C@@](c2ccc(Cl)cc2)(C(C)C)N1C(=O)OCC	1	6	9	5	-1	3	2	0	3	2.7
COc1ccc2[nH]cc(/C=C/c3cc[n+](C)cc3)c2c1	-2	-6	0	8	5	-17	7	-4	13	0.5
CC1=NN(Cc2ccccc2)C(=O)/C1=C\c1ccc(N(C)C)cc1	-17	-5	-2	-3	-2	-15	2	-18	-4	-0.4
CN(Cc1ccon1)C(=O)CC1C(=O)NCCN1CC1CCCCC1 (stereo unspecified)	-1	-5	10	-6	0	-16	-1	12	12	0.1
Cc1nnc(SCC(=O)N2CCc3ccccc3C2)s1	-2	-2	11	3	4	-33	1	-16	-3	0.6
O=C(CSC1=NCCS1)Nc1ccc(S(=O)(=O)NC2CCCCC2)cc1	-7	-7	5	4	3	-12	0	7	39	-0.5

Complete entries from above. Order of values: Platelet DG rel | HSF1 inh | HSF1 activator | HDAC3 inhib | HSP90 inh | KLF5 inh | IEC-6 cytotox | aSyn 5UTR inh | AI-2 QS mod | HIF act
`CN(Cc1ccon1)C(=O)CC1C(=O)NCCN1CC1CCCCC1` (stereo unspecified) across the screens: -1 | -5 | 10 | -6 | 0 | -16 | -1 | 12 | 12 | 0.1
`O=C(CSC1=NCCS1)Nc1ccc(S(=O)(=O)NC2CCCCC2)cc1` across the screens: -7 | -7 | 5 | 4 | 3 | -12 | 0 | 7 | 39 | -0.5

(list continues)
canonical_smiles	Platelet DG rel	HSF1 inh	HSF1 activator	HDAC3 inhib	HSP90 inh	KLF5 inh	IEC-6 cytotox	aSyn 5UTR inh	AI-2 QS mod	HIF act
O=C(Nc1ccc(Cl)c(Cl)c1)c1ccncc1	.	16	10	5	-2	-55	3	-149	3	2.2
CCOc1ccc(N(CC(=O)NCc2ccccc2)C(=O)Cn2nnc(-c3ccc(C)o3)n2)cc1	0	-3	1	7	-2	18	-2	-5	28	-0.3
CCn1cc(Cl)c(C(=O)NNC(=O)CCn2nc(C)c([N+](=O)[O-])c2C)n1	7	-2	-5	0	2	-3	4	-2	13	-0.2
Fc1cccc(CCN2C(=S)NC[C@@H]2CC2CCCCC2)c1	-1	2	1	1	.	.	.	17	32	-2.3
O=C(c1ccc(N2CCN(C(=O)c3ccccc3Br)CC2)cc1)c1cccc(F)c1	-11	1	19	1	4	-23	-1	-3	1	-0.3
CC(CNC(=O)c1cc(COc2ccc3ncccc3c2)on1)c1ccccc1 (stereo unspecified)	-7	4	-9	3	-4	-17	4	-4	20	-0.7
COc1ccc(NC2CCCN(C(=O)CCCN3CCCCC3=O)C2)cc1 (stereo unspecified)	8	0	7	3	-7	-23	-2	-3	19	0.7
Clc1ccc(Nc2nc(N3CCOCC3)nc(N3CCOCC3)n2)cc1Cl	-12	-7	4	3	0	-51	-8	5	24	-0.5
CCN1C(=O)[C@H]2[C@@H](c3ccc(C)cc3)N3C(=O)N(c4ccccc4)C(=O)[C@@]3(Cc3ccccc3)[C@H]2C1=O	1	-1	17	-10	-3	-16	2	-6	8	0.1
CCC(C)c1ccc(NC(=S)NC(C)C2CCCO2)cc1 (stereo unspecified)	1	0	1	-7	-3	0	3	-7	-13	-0.8
COCCCNC(=S)N1CCN(c2nc(-c3cccc(OC)c3)cs2)CC1	-3	-3	6	-3	1	-11	3	-8	96	-16
COc1ccc(C(C(=O)NC2CCCC2)N(CCN(C)C)C(=O)c2snc(C(N)=O)c2N)cc1 (stereo unspecified)	7	-2	7	-3	-2	-40	2	5	21	0.0
